RTF Ca sens inh: cardiac RTF calcium sensitivity inhibitors, primary screen, biochemical, IANBD-TnC fluorescence, EC70 calcium; hit rate 0.12% among 340,000; inhibition, % at 7.15 µM; Troponin I, cardiac muscle (Homo sapiens) + Troponin T, cardiac muscle (Homo sapiens) + …; IANBD-labeled cardiac RTF, Ca2+ fluorescence;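 active = inhibition above the mean inhibition of all tested compounds plus 3 SD, cut at about 17% in these data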;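 also: assay run at fixed EC70 calcium of 1.6 mM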
RTF Ca sens act: cardiac RTF calcium sensitivity activators, primary screen, biochemical, IANBD-TnC fluorescence, EC20 calcium. Troponin I, cardiac muscle (Homo sapiens) + Troponin T, cardiac muscle (Homo sapiens) + …. IANBD-labeled TnC RTF fluorescence at EC20 calcium; 0% EC20 calcium, 100% full calcium. activation, % at 7.2 µM. hit rate 0.24% among 340,000. AID 493008, 2010;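 active = activation above the mean over all tested compounds plus 3 SD, cut at about 30% in these data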;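 also: rise in fluorescence read as greater calcium sensitivity of cardiac thin filaments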
Keap1 Nrf2 FP: Keap1-Nrf2 protein-protein interaction inhibitors, primary screen, biochemical, fluorescence polarization, single point; inhibition, % at 9.4 µM; hit rate 0.15% among 340,000; AID 504523, 2011; Keap1 Kelch-Nrf2 peptide fluorescence polarization, 1536-well; Kelch-like ECH-associated protein 1 (Homo sapiens), Q14145; in the data active = inhibition above about 12%;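 also: human Keap1 Kelch domain with fluorescein labeled Nrf2 9mer peptide probe; 0% = neutral control wells and 100% = peptide positive control; higher means more block of Keap1 binding to Nrf2 peptide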
Wnt act: Wnt/beta-catenin pathway activators, primary screen, cell-based, plate reader, single point | activation, % at 9.35 µM | AID 743398, 2014 | hit rate 1.2% among 300,000 | Wnt/beta-catenin reporter cell assay, activator; in the data active = activation above about 30%, passing the limit was not always enough;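 also: 0% = neutral control wells and 100% = positive control wells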
Arr AP2 block: inhibitors of beta-arrestin/AP2 binding, primary screen, biochemical, GPCR trafficking, flow cytometry | beta-arrestin 1 C-terminal peptide binding to AP2 beta2-adaptin appendage (human) | FITC-arrestin peptide / GST-AP2 beads; AP2 beta2 appendage carries R879A mutation | inhibition, % at 10 µM | hit rate 0.31% among 340,000 | AID 504490, 2011;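 active = inhibition above a set limit, near 3 SD of compounds lacking own fluorescence, cut at about 54% in these data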;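 also: plate controls were DMSO wells for no effect and 5 µM unlabelled arrestin peptide for full effect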
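System: GST-tagged AP2 beta2-adaptin appendage (R879A) on 4 µm glutathione beads / Reagent: FITC-arrestin peptide, 50 nM / Detection: HyperCyt-sampled flow cytometry, FL1 channel, ex 488/em 535 nm / Timing: 12 min plus 1 h, RT / Buffer or medium: PBS plus Tween 20 (0.05%) and BSA (0.1%)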
MOR-DOR inv ag: inverse agonists of MOR-DOR heterodimerization, primary screen, cell-based, luminescence. cell-based MOR-DOR heterodimer luminescence, inverse agonism. inhibition, % at 9.3 µM. hit rate 0.21% among 340,000; in the data active = inhibition above about 22%, passing the limit was not always enough;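 also: 0% = cells with DMSO and 100% = wells without cells with DMSO; values of inactives mirror those of a sister screen read the other way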
OPRM1-OPRD1 ag: agonists of OPRM1-OPRD1 heterodimerization, primary screen, cell-based, luminescence; Mu-type opioid receptor (Homo sapiens) + Delta-type opioid receptor (Homo sapiens), …; AID 504326, 2011; cells; hit rate 0.3% among 340,000; activation, % at 9.3 µM; in the data active = activation above about 18%;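 also: 0% = vehicle-treated cells and 100% = reference agonist; values of inactives mirror those of a sister screen read the other way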
DSG3 Ab inh: inhibitors of pemphigus antibody binding to DSG3, primary screen, biochemical, bead-based, flow cytometry, scFv-GFP; DSG3-coupled beads, scFv-anti-DSG3-GFP binding; hits give low values; binding (percent of control), % at 10 µM; hit rate 0.48% among 310,000; AID 588358, 2011;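 active = binding more than 3 SD below its plate's average and above zero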;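 also: hits lower antibody fragment binding to DSG3; some compounds called inactive have numbers as strong as hits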
Target sequence (P32926 whole entry, looked up, the tested form may be a part): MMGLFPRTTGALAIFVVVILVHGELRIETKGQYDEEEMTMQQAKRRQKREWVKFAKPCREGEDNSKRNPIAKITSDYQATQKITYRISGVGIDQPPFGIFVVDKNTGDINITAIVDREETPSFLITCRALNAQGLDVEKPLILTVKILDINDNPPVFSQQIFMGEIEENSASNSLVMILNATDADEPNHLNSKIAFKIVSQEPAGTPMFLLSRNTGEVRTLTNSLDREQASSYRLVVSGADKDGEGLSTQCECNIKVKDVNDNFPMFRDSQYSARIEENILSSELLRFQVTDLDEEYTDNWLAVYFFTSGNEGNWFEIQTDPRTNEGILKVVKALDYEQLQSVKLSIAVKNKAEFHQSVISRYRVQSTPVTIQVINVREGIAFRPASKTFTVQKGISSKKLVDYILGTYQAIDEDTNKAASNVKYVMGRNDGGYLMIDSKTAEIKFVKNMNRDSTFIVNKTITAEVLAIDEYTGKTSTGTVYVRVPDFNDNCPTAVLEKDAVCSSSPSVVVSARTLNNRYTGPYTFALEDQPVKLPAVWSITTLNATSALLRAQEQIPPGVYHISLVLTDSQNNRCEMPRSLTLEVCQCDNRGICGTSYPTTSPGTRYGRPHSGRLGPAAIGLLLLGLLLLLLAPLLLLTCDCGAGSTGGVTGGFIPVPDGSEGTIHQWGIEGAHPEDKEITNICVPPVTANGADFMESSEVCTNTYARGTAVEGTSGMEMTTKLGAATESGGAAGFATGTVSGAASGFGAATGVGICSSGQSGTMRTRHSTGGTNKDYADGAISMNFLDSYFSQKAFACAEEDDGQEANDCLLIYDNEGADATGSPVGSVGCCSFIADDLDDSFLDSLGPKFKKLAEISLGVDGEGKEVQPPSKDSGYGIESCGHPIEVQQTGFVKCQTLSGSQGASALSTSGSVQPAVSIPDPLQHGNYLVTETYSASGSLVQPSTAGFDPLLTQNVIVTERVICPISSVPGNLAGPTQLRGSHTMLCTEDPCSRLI
LANA DNA inh: inhibitors of KSHV C-LANA binding to DNA, primary screen, biochemical, fluorescence polarization, FAM-LBS DNA, MBP-C-LANA, single point; Kaposi's sarcoma herpesvirus LANA C-terminal domain (residues 932-1162) DNA binding; AID 504423, 2011; hit rate 0.078% among 340,000; inhibition, % at 9 µM;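 active = highest replicate inhibition at or above 60% at 9 µM, even if other replicates fall short; inactive = all replicates below 60% inhibition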;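 also: 0% = neutral control wells and 100% = 4 µM acridine orange control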
V-ATPase pH: regulators of yeast V-ATPase proton pumping, primary screen, pHLuorin cytosolic pH fluorescence | S. cerevisiae | response, % at 10 µM | hit rate 0.37% among 350,000 | AID 504577, 2011; in the data active = response mostly above about 7.3%, no sharp cut-off; inactive = mostly below about 5.4%; also: actives read high; inactives centre near 0; some compounds called inactive have numbers as strong as hits; reference of the scale not given here
The depositor's hits bear a star; . = not tested or not shown; & = joins results of further samples.

SMILES	RTF Ca sens inh	RTF Ca sens act	Keap1 Nrf2 FP	Wnt act	Arr AP2 block	MOR-DOR inv ag	OPRM1-OPRD1 ag	DSG3 Ab inh	LANA DNA inh	V-ATPase pH
NC(=Nc1ccccc1)Nc1ccccc1	-0.3	-5.4	-2.4	0.2	1.9	1.0	-0.2	115.8	-1.9	0.1
Cc1ccc(N2C(=O)C3CC(c4ccccc4)=C4C5C=CC(C6C(=O)N(c7ccc(C)cc7C)C(=O)C56)C4C3C2=O)c(C)c1 (centres undefined)	-3.7	1.6	0.0	.	24.0	-10.2	1.9	98.1	1.8	2.5
Cc1ccccc1-n1nc2c(c1NC(=O)c1cc3ccccc3oc1=O)CS(=O)C2 (centres undefined)	6.0	7.1	-1.4	.	2.6	11.8	-2.0	95.7	-0.9	-4.7
CCC1Oc2ccccc2N(CC(=O)Nc2ccccc2OC)C1=O (centres undefined)	-8.0	4.2	0.6	.	-6.0	4.4	-0.8	100.9	-1.8	5.9
CC(=O)c1ccc(OCCCC(=O)Nc2cccc(S(=O)(=O)N3CCOCC3)c2)cc1	-1.6	-2.9	3.1	0.3	31.4	10.5	-2.0	95.0	-0.6	-7.1
CC1(C)Cc2c(C#N)c(SCC(=O)c3ccccc3)nc(N3CCOCC3)c2CO1	-5.2	-4.0	6.7	.	11.3	6.2	-1.2	106.0	-0.4	-4.3
CC(C)(C)OC(=O)C[C@@H]1C/C=C\C[C@H](CC(=O)N[C@H](CO)Cc2ccccc2)C(=O)N[C@@H](Cc2ccccc2)COC1=O	0.8	0.1	-1.2	-0.8	15.8	-9.5	1.6	108.0	1.4	2.2
CC(=O)NC1(C(F)(F)F)N=C2SCCN2C1=O (centres undefined)	-7.8	1.7	-2.9	.	5.3	12.3	-2.6	105.7	-0.6	-4.7
COCC(=O)N(C)C1(c2nnnn2CCOC(=O)Nc2ccc(Cl)cc2)CCCCC1	3.9	-1.2	4.0	-2.8	32.5	-2.4	0.3	93.7	1.0	1.1
Cc1cccc(C)c1NC(=O)Cn1c(=O)c2cccn2c2ccccc21	-5.8	4.5	4.3	-1.9	-7.5	10.9	-2.2	.	1.8	1.1
CCN(C(=O)c1ccc(NC(C)=O)cc1)c1ccccc1C	1.3	8.3	-7.2	.	-1.1	9.3	-1.7	96.8	-3.7	5.4
CC(=O)N1CCc2c(sc(NC(=O)C3COc4ccccc4O3)c2C(N)=O)C1 (centres undefined)	-8.2	-2.9	-3.6	7.7	26.1	4.8	-0.9	112.5	1.1	7.5
CCN(CC)CCN(Cc1cc2cc3c(cc2[nH]c1=O)OCO3)C(=S)NCCCOC	-0.2	-2.0	1.6	-0.5	41.1	14.5	-2.9	120.3	-0.1	-1.2
O=C(CCCNC(=O)/C(=C/c1ccc(Br)cc1)NC(=O)c1ccccc1)OCc1ccccc1	-19.2	-2.9	-5.6	-13.7	.	-1.1	0.2	85.5	0.7	-1.1
COC(=O)c1nc2nc(C)cc(C(F)(F)F)n2n1	6.3	-0.6	-3.9	25.3	2.6	-6.4	1.1	109.8	0.8	-0.2
CCOc1ccc(N2C(=O)CC(N(Cc3ccco3)C(=O)CC)C2=O)cc1 (centres undefined)	2.4	-5.8	2.6	-0.6	3.3	11.0	-2.4	88.5	-0.8	1.0
Cc1cc(NCCc2ccccc2F)n2ncnc2n1	-2.5	-2.1	0.0	-3.1	23.6	-0.4	0.1	97.5	1.1	-0.7
FCCCOc1ccc(-c2ccnc3ncnn23)cc1	2.7	-5.3	-0.4	-0.3	-17.5	-5.6	1.1	109.9	-0.6	-0.7
O=C(CSc1nc(=O)n2ccccc2n1)NCc1ccc(F)cc1	-7.8	-5.5	1.2	0.6	1.7	6.1	-1.0	94.0	-2.5	0.8
CCN(CC(=O)Nc1ccc(Cl)c(S(=O)(=O)N(C)C)c1)Cc1nc2ccccc2c(=O)[nH]1	1.8	-5.2	-7.5	-3.0	-9.1	20.0	-4.4	80.2	0.6	-1.7
CCCc1nn2c(N)c(/C=C3\C=Nc4ccccc43)c(=O)nc2s1	6.2&-1.8	9.2&-5.9	-3.0&0.1	-2.4&2.5	39.5&2.7	12.8&15.5	-2.5&-2.9	100.4&114.6	-3.3&0.6	-0.7&2.3
CCc1nnc(NC(=O)C2Cc3ccccc3CN2S(=O)(=O)c2cccs2)s1 (centres undefined)	1.0	7.9	-5.8	.	1.2	0.7	-0.1	99.8	0.8	1.3
O=c1[nH]cc(N=Cc2cc(Cl)cc(Cl)c2O)c(=O)[nH]1	-6.5	-4.9	-5.1	-0.5	6.2	-16.9	3.4	118.7	1.6	-0.4
NC(=O)CSc1nnc(CNc2ccc(F)cc2)n1CC1CCCO1 (centres undefined)	2.3	0.9	0.8	-4.1	13.8	9.6	-1.8	107.0	2.0	-2.3
O=C(O)CCc1nc2cccnc2n1Cc1ccccc1	-4.8	-1.3	-1.9	-0.9	-5.5	3.8	-0.7	109.4	0.5	1.5
Cc1ccc(-n2ncc3c(NCc4cccnc4)ncnc32)cc1C	-5.8	-2.9	2.7	12.7	2.7	1.1	-0.2	.	-1.0	0.9
COc1ccc([C@H]2CC(=O)C=C(c3ccc(F)cc3OCc3ccccc3)C2)cc1OC	3.9	-7.1	3.1	-3.8	23.5	-2.7	0.5	97.3	-1.4	4.1
Cc1cccc(NC(=O)Cn2c(=O)n(C)c3ccccc32)c1	0.8	-2.4	-0.4	.	-0.5	.	.	112.6	0.2	3.2
COCCn1c(C)cc(C2=NNC(=Nc3ccccc3F)SC2)c1C	2.9	0.3	5.0	.	-8.2	7.3	-1.5	.	0.8	4.1
CNC(=S)NCc1ccc2[nH]c(C)cc2c1	-6.4	1.7	-3.5	-0.3	8.2	7.3	-1.3	102.5	0.6	-1.2

Another view of part of the listing above.
The line under a structure holds: RTF Ca sens inh	RTF Ca sens act	Keap1 Nrf2 FP	Wnt act	Arr AP2 block	MOR-DOR inv ag	OPRM1-OPRD1 ag	DSG3 Ab inh	LANA DNA inh	V-ATPase pH
> O=c1[nH]cc(N=Cc2cc(Cl)cc(Cl)c2O)c(=O)[nH]1
→ -6.5	-4.9	-5.1	-0.5	6.2	-16.9	3.4	118.7	1.6	-0.4
> NC(=O)CSc1nnc(CNc2ccc(F)cc2)n1CC1CCCO1 (centres undefined)
→ 2.3	0.9	0.8	-4.1	13.8	9.6	-1.8	107.0	2.0	-2.3
> O=C(O)CCc1nc2cccnc2n1Cc1ccccc1
→ -4.8	-1.3	-1.9	-0.9	-5.5	3.8	-0.7	109.4	0.5	1.5

Next results follow.
SMILES	RTF Ca sens inh	RTF Ca sens act	Keap1 Nrf2 FP	Wnt act	Arr AP2 block	MOR-DOR inv ag	OPRM1-OPRD1 ag	DSG3 Ab inh	LANA DNA inh	V-ATPase pH
CC12CC(NC(=O)N1c1cccc(C(=O)N3CCN(c4ccccc4F)CC3)c1)c1ccccc1O2 (centres undefined)	-6.8	8.2	-8.0	-3.6	-3.1	13.2	-2.3	106.4	1.7	-3.4
C=CCn1ccc(=NC=C(C#N)C#N)c2ccccc21	-8.5	3.6	130.4*	-1.0	-1.5	9.3	-1.8	96.4	23.6	-4.2
CCc1nc(NCCCCCO)c2nnn(Cc3ccccc3F)c2n1	-0.8	-0.2	2.0	.	5.1	9.6	-1.7	103.2	0.4	0.8
CCOC(=O)C1(Cc2ccc(Cl)cc2)CCN(Cc2nccn2CC)CC1	-7.0	-10.3	-0.4	-9.2	0.4	-7.7	1.1	92.8	-0.2	-1.0
Cc1cc(C(=O)N/N=C2\CC(=O)c3ccccc32)c(C)n1-c1ccccc1	1.3	-6.1	-1.7	7.9	-0.9	-8.1	1.6	112.8	0.0	-1.4
CC(CC(=O)N1CCN(c2ccccc2F)CC1)c1ccccc1 (centres undefined)	7.3	2.1	0.9	3.0	32.8	0.4	-0.1	.	0.9	1.5
COc1cc(NC(=S)Nc2cccc(C)n2)cc(OC)c1OC	-4.5	3.6	-3.9	-5.4	14.6	17.5	-3.5	107.2	-0.8	0.9
COc1ccc(Cl)cc1N(CC(=O)NC1CC1)S(=O)(=O)c1ccc(C)c([N+](=O)[O-])c1	-11.0	-0.7	2.6	-0.6	16.1	4.5	-0.9	.	-1.4	0.2
Cc1ccc(NC(=O)CN(C)C(=O)Cc2ccc(Cl)cc2Cl)cc1	-5.4	0.4	4.8	-3.8	8.1	-16.8	2.2	.	1.2	0.6
CCCC(=O)Nc1nnc(SCC(=O)N2CCCCC2)s1	-4.0	-2.9	-5.8	-2.5	-5.8	0.2	0.0	.	-1.1	-72.9
O=C(COc1ccc(/C=C2/NC(=O)NC2=O)cc1)Nc1ccc(F)cc1	-2.7	3.0	-8.0	-0.1	-2.7	8.8	-1.6	104.9	-0.2	1.2
Cc1cc(/C=N/O)c(C)n1-c1ccc(Br)cc1	-10.2	2.3	-6.1	0.5	-2.3	-0.8	0.1	104.3	1.9	0.1
COc1cccc(NC(=O)CS(=O)(=O)c2cccc3nsnc23)c1	-11.1	-0.7	-4.2	0.0	6.3	-1.0	0.1	.	-1.5	-4.2
COc1ccc(CNC(=O)c2ccccc2[N+](=O)[O-])cc1	-2.8	4.5	-4.2	-1.2	-2.0	6.0	-1.1	94.9	1.5	6.1
CC(=O)c1ccc(NC(=O)C(C)OC(=O)/C=C/c2ccco2)cc1 (centres undefined)	2.7	1.6	-1.2	-0.6	-8.4	17.4	-3.3	116.5	5.9	3.3
CC(=O)c1cccc(NC(=O)N2C3CCCC2CC(NC(=O)C2CC2)C3)c1 (centres undefined)	-1.2	-3.4	6.6	0.3	5.5	-6.5	0.8	99.1	0.1	2.1
CCC(C(=O)N(C(C)C)C(C)C)c1ccccc1 (centres undefined)	-5.7	10.9	-5.2	-0.4	0.4	-1.5	0.3	100.8	-1.3	3.6
CCOC(=O)N1CCC(NC(=O)c2cccc3c2C(=O)N(c2ccc(OC)cc2)C3)CC1	-7.2	-2.9	-2.3	-2.7	-3.1	2.9	-0.5	100.8	-3.1	-2.1
CCOC(=O)C1(Cc2cccc(OC)c2)CCCN(C(=O)c2ccccc2C)C1 (centres undefined)	-1.1	0.8	-2.1	35.4*	-14.6	-0.9	0.2	100.8	-6.9	2.5
CCc1ccc([C@@H]2CC=C(C(=O)O)[C@H](c3ccc(C(C)(C)C)cc3)N2S(=O)(=O)c2ccc(C)cc2)cc1	0.8	-5.8	-7.7	-1.1	12.9	-10.1	2.2	95.4	-0.8	1.2
CCOC(=O)c1cc2c(n(-c3ccc(C)cc3)c1=O)CCCC2=O	-12.2	0.4	-5.3	.	2.6	-7.7	1.3	94.9	-0.4	-2.9
